HEK293 NFkB inh: lowers PMA/ionomycin-induced NF-kB signal in HEK293 cells | HEK-293 NF-kB luciferase reporter, luminescence | inhibition, % at 3 µM | 0.21% of 62,000 active | AID 465;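 active = inhibition above the mean of all tested compounds plus 3 SD, cut at about 40% in these data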;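 note: 0% = stimulated DMSO wells and 100% = 10 µM reference inhibitor 5653914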
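System – HEK-293 cells with stable firefly luciferase reporter driven by four HIV NF-kB elements · Doses – one dose, 3 µM · Schedule – 1 h compound pre-incubation, 16 h PMA/ionomycin at 37 °C · Technique – luminescence from luciferase substrate reagent · Measure – percent inhibition normalized per plate to DMSO and reference-inhibitor controls · Replicates – tested once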
Jurkat viability: reduces viability or proliferation of Jurkat cells; Jurkat E6.1 viability, ATP luminescence, 48 h; inhibition, % at 4 µM; 1.2% of 56,000 active;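 active = inhibition above the mean inhibition of all tested compounds plus 3 SD, cut at about 28% in these data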
TNAP act DEA: activates human TNAP at intermediate phosphate acceptor concentration; P05186; purified TNAP, CDP-star luminescence, 100 mM DEA, 30 min; stronger effect = higher value; scale: 0 levamisole-inhibited, 1 vehicle-only enzyme; AID 813; activation factor at 20 µM; 64,000 tested, under 10 active;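 active = activation factor of at least 2 at 20 µM, relative to controls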
Target sequence (P05186 whole entry, looked up): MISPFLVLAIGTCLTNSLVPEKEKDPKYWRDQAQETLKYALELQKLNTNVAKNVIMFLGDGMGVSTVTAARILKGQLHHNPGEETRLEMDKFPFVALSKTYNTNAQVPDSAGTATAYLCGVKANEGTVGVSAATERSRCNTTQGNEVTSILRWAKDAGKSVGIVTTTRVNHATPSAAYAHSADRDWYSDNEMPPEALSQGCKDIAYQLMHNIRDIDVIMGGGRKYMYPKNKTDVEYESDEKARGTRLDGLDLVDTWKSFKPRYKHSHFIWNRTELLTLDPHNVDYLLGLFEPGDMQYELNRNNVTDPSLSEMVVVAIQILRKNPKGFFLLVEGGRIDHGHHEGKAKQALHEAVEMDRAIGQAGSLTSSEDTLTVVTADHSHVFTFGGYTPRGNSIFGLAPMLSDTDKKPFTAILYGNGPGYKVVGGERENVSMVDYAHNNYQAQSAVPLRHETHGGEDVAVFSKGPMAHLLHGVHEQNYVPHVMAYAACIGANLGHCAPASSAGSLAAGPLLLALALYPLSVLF
M1 antagonist: blocks the rat M1 muscarinic receptor response to acetylcholine. P08482. CHO-M1 cells, Fluo-4 calcium, ACh EC80 antagonist mode; stronger effect = lower value. B-score at 10 µM. 3.4% of 64,000 active. AID 628;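 active = calcium fluorescence response, raw or row-and-column corrected B-score, differing from the plate sample mean either way at a set confidence level, mostly lower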
Target sequence (P08482 whole entry, looked up): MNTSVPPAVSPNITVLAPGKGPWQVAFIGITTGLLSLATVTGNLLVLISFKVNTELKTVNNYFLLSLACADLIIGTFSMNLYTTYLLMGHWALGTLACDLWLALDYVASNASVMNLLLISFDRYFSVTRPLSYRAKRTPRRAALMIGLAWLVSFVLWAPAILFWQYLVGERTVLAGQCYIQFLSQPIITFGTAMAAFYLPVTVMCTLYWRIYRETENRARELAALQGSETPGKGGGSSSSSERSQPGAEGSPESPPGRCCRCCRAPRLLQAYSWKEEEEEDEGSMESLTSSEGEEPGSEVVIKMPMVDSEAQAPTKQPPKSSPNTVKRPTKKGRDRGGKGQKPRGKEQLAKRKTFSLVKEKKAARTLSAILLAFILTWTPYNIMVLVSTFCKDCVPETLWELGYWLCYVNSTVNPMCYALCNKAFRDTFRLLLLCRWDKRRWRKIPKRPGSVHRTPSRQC
D1 allo mod: D1 dopamine receptor (human) allosteric modulation; P21728; HEK293 D1, CRE-luciferase, dopamine EC30 potentiation; actives deviate in either direction; B-score at 10 µM; 5.9% of 58,000 active; AID 641;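 active = luminescence count or its row- and column-corrected plate score outside the 99.7% band of the plate's sample wells, on either side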
SF-1 act: SF-1 (human) activation; Q13285; CHO-K1 Gal4-SF-1 LBD luciferase reporter; % increase over DMSO SF-1-specific signal; activation, % at 10 µM; 1.9% of 65,000 active; AID 522;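 active = activation above the mean activation of all tested compounds plus 3 SD, cut at about 50% in these data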
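Material: Transient Gal4-SF-1 LBD reporter, CHO-K1 | Input: 4,000 cells/well | Dosing: One dose, 10 µM compound, 1% DMSO | Incubation: 20 h compound treatment, 37 °C | Detection: SteadyLite luciferase luminescence | Evaluation: Percent activation relative to DMSO median and mock-transfected background | Benchmarks: DMSO-treated SF-1-transfected cells as negative, DMSO-treated mock-transfected cells lacking SF-1 as background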
M1 ag: agonists of M1 muscarinic receptor; CHO-M1 cells, Fluo-4 calcium fluorescence, agonist mode; stronger effect = higher value; B-score at 10 µM; 3% of 64,000 active;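 active = fluorescence rise, raw or as B-score row- and column-corrected plate score, outside the 99.7% band of its plate's samples, either direction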
tolC growth inh: growth inhibitors of E. coli BW25113 tolC mutant. growth inhibition, % at 10 µM (by protocol). OD615. 2.2% of 65,000 active;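 active = growth inhibition at or above a cutoff equal to the mean over every tested compound plus 3 SD, cut at about 60% in these data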;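 note: growth measured after 20 h incubation at 37 °C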
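System: E. coli ΔtolC::kan strain BW25113; Buffer or medium: LB broth supplemented with 50 µg/mL kanamycin; Compound: 10 µM final, single dose; Incubation: bacterial growth with compound for 20 h at 37 °C; Signal: A615 absorbance measurement; Evaluation: growth inhibition in percent.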
NADH coupling: inhibition of NAD/NADH coupling enzymes, library profiling; IC50, µM (titrated, usually from 10 µM), inactives show at the top dose inhibition; 0.02% of 65,000 active; coupled PK/LDH NADH assays, four targets;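 active = single-dose screening hits from any of four coupled enzyme assays that gave an IC50 when retested across doses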;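 note: the DPM-DC format reads NADH fluorescence rather than 340 nm absorbance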
* marks the source's active call; other numbers are inactive results; · = no result given; [ ] = another dose, or the depositor's remark.

SMILES	HEK293 NFkB inh	Jurkat viability	TNAP act DEA	M1 antagonist	D1 allo mod	SF-1 act	M1 ag	tolC growth inh	NADH coupling
O=C(c1ccc(CN2CCc3ccccc3C2)cc1)N1CCCCC1	5.8	3.0	0.9	-0.761	-0.754	-5.7	-0.54	5.3	8.0%
O=S1(=O)CCN2C(=N1)SC1=C2CCN(Cc2ccccc2)C1	26.3	-2.7	0.8	-0.0189	·	0.8	-0.647	-12.3	2.0%
COc1cc(OC)cc(C(=O)N2CCN(C(=O)COc3ccc4ccccc4c3)CC2)c1	10.0	-2.4	0.9	0.869	0.355	3.8	0.00811	15.8	3.0%
COc1cc(NC(=O)C2CCCN(S(=O)(=O)c3cnc[nH]3)C2)cc(OC)c1 (configuration not stated)	-1.9	-3.9	0.9	0.417	-0.00666	1.7	-0.417	-4.2	3.0%
COc1c(C)cc(Br)cc1C(=O)Nc1ccc(N2CCN(S(C)(=O)=O)CC2)cc1	12.3	4.5	0.9	-1.86*	·	-5.6	0.336	-17.0	5.0%
CC1CN(Cc2nc3c(c(=O)n(C)c(=O)n3C)n2Cc2cccc(Cl)c2)CC(C)O1 (configuration not stated)	14.9	-15.9	0.9	1.23	·	-5.4	0.0782	-5.8	5.0%
O=C(CCCc1ccccc1)N1CCc2ccccc21	·	·	0.9	0.677	-2.77	·	1.34	5.3	3.0%
COc1ccc(C(=O)N2CCN(C(=O)c3ccco3)CC2)cc1	19.2	16.5	1	1.22	-0.262	-20.6	-0.358	-8.6	7.0%
O=C(OCCN1C(=O)c2ccccc2C1=O)c1cc(=O)[nH]c2ccccc12	9.8	-1.9	1	-0.871	0.54	8.6	1.77	13.9	7.0%
O=S(=O)(Nc1ccc2c(c1)nc1n2CCOC1)c1ccc(Cl)cc1	9.3	8.3	0.9	0.191	-0.416	-4.5	-0.114	12.5	0.0%
Cc1ccsc1C(=O)OCC(=O)c1cc2ccccc2o1	3.8	·	0.8	·	-0.133	21.7	·	42.9	2.0%
CCN(Cc1ccccc1)C(c1ccccn1)c1nnnn1C(C)(C)CC (configuration not stated)	9.0	5.0	1	0.415	-0.998	-9.3	0.955	33.2	0.0%
CCCCN(C(=O)NC(=O)Nc1ccccc1OC)S(C)(=O)=O	7.6	8.5	1	-0.585	0.00287	4.1	-0.516	9.3	4.0%
COC(=O)C1=C(C)N=C2SCCC(=O)N2C1c1ccc(C(=O)OC)cc1 (configuration not stated)	7.7	-2.0	1	-0.409	0.295	2.6	1.23	3.4	5.0%
COC(=O)C1C2C=CC3(CN(Cc4cccs4)C(=O)C13)O2 (configuration not stated)	8.2	0.7	0.9	1.05	-0.296	6.0	0.00354	-25.0	5.0%
O=C(NCCCN1CCCC1=O)c1ccc(CNS(=O)(=O)c2ccc(F)cc2)cc1	-7.1	5.9	0.9	0.442	-0.229	0.6	-0.149	-11.5	6.0%
O=C(Nc1ccc2c(c1)OCCO2)C1CCN(S(=O)(=O)c2cccc3nsnc23)CC1	10.4	0.8	1.1	1.63	-0.526	-1.3	-0.0305	-25.9	6.0%
CCN(CC)C(=O)Sc1cccc2cccnc12	-12.5	1.6	0.9	0.264	-0.331	-11.6	0.194	-15.6	1.0%
COc1cccc(NC(=O)CSCc2n[nH]c(=O)[nH]2)c1	1.1	5.5	0.8	-0.336	0.926	5.8	0.656	-9.9	8.0%
COc1ccc(N2CCN(C(=O)COc3ccccc3)CC2)cc1	3.5	-6.5	1	0.259	0.432	18.2	-1.07	3.9	8.0%
COCC(C)NC(=O)NC1(C(F)(F)F)Oc2ccc(Cl)cc2O1 (configuration not stated)	19.9	·	1	0	-0.138	12.7	6.4*	-12.8	4.0%
O=C(CCn1c(=O)[nH]c2ccsc2c1=O)N1CCc2ccccc2C1	13.4	·	1	0.758	0.989	1.3	-0.918	14.1	3.0%
CCCN(Cc1cc2cc(C)ccc2[nH]c1=O)C(=O)c1cccc(OC)c1	-5.7	10.1	0.9	0.0715	3.21	2.1	0.772	9.8	5.0%
C/C(Nc1cccc(F)c1)=C(/C#N)C(N)=O	0.9	-4.5	0.9	-0.589	-1.09	8.9	2	-23.7	4.0%
CC1Cc2nc(SCC(=O)Nc3ccc(F)cc3F)n(C)c(=O)c2S1 (configuration not stated)	13.0	1.8	0.9	-0.664	0.0713	-4.8	-1.16	-3.7	2.0%

(further entries)
SMILES	HEK293 NFkB inh	Jurkat viability	TNAP act DEA	M1 antagonist	D1 allo mod	SF-1 act	M1 ag	tolC growth inh	NADH coupling
CCCCC(=O)Nc1ccccc1C#N	0.3	0.8	1	-0.921	-0.686	-5.9	1.11	-9.0	9.0%
CC(C)C(=O)Nc1nnc(CCc2nnc(NC(=O)C(C)C)s2)s1	11.2	-4.8	0.9	0.0885	0.0855	-2.0	-0.645	-14.1	2.0%
CCCN(CCC)C(=O)Cn1c(=O)n(CCCCC(=O)NC2CCCC2)c(=O)c2ccccc21	16.6	-1.9	1	0.177	-0.226	-15.3	0.324	-22.6	5.0%
O=C(COc1ccc(=O)n(-c2ccccc2)n1)Nc1ccccc1	9.4	0.0	0.9	-0.478	-0.739	10.4	-0.982	2.0	3.0%
O=C(O)c1cccnc1-c1ncccc1C(=O)O	12.2	-7.8	1	-0.147	-0.776	3.2	0.116	-21.3	5.0%
COc1cc(CNCCO)ccc1OCC(=O)Nc1ccc(Br)cc1	14.0	4.8	0.9	0.483	·	8.8	-0.297	2.9	5.0%
Cc1cc(S(=O)(=O)N(Cc2ccccn2)Cc2ccco2)ccc1-n1cnnn1	17.1	·	0.9	-0.0576	0.209	10.3	-0.877	14.2	7.0%
COC(=O)c1c(NC(=O)Cc2cccs2)sc2c1CCC(C)C2 (configuration not stated)	10.2	-5.0	0.9	-0.00581	4.86*	14.7	-1.49	-7.4	3.0%
C=CCn1c(N)cc(=O)nc1SCC(=O)N1CCN(c2ccc(F)cc2)CC1	13.8	-4.1	0.9	0.3	-0.288	-3.4	0	1.1	4.0%
COc1ccc(-c2nc(CS(=O)CC(=O)NCc3ccc(Cl)cc3)c(C)o2)cc1 (configuration not stated)	15.6	-1.3	0.9	-0.322	-0.236	-19.3	1.02	4.7	2.0%
CCOC(=O)CNC(=O)c1cc(C)oc1C	5.2	-8.4	0.8	0.00158	-0.386	-15.2	0.87	-4.3	7.0%
Cc1cccc(N2CCN(C(=O)Cn3nc(Cc4ccncc4)c4ccccc4c3=O)CC2)c1C	9.8	4.1	0.8	-0.541	2.85	2.2	-0.264	7.3	3.0%
O=C(O)c1ccc2cccc(Cl)c2c1O	13.6	-0.1	0.9	-0.526	·	23.9	0.454	30.2	12.0%
O=C(Cn1cc(C(=O)c2cccs2)c2ccccc21)NCc1cccs1	10.3	-4.8	0.9	-0.873	-0.863	7.1	5.61*	37.3	11.0%
O=C(C1Cc2ccccc2CN1S(=O)(=O)c1ccc(F)cc1)N1CCCCC1 (configuration not stated)	11.9	-4.3	0.9	0.268	0.27	4.2	-0.0306	8.1	4.0%
O=C(CCNS(=O)(=O)c1cccs1)N1CCCCCC1	1.2	5.1	0.9	0.908	0.521	59.9*	-0.442	-12.3	6.0%
CCOC(=O)c1cnn2c(C(F)(F)F)cc(-c3cn(C)nc3C)nc12	3.4	3.6	1	-0.458	0.654	-27.5	-0.225	14.4	11.0%[fluoresces]
COc1ccc(/C(O)=C2/C(=O)C(=O)N(CCCN(C)C)C2c2ccc(Cl)cc2)cc1OC (configuration not stated)	7.5	-11.1	0.9	1.04	-0.654	-5.0	0.903	-12.0	4.0%
O=C(NCc1ccc(F)cc1)c1cc2n(n1)C(C(F)(F)F)CC(C1CC1)N2 (configuration not stated)	-0.5	2.3	1	-0.73	1.24	47.8	-1.2	-2.6	6.0%
Cc1ccc(Cl)cc1NC(=O)CCn1cccc1	14.0	1.6	0.9	0.583	-0.0272	-10.8	0.168	-3.6	2.0%
O=C(Nc1ccc(N2CCN(Cc3ccccc3)CC2)cc1)c1cccnc1	16.1	-2.4	0.9	-2.6	0.011	8.8	-1.04	-1.2	1.0%
CCC(CC)C(=O)Nc1cc(OC)c(OC)cc1C(=O)O	-4.8	-3.6	0.9	-0.326	-0.0497	3.6	-1.09	4.4	2.0%
CCOC(=O)c1csc(NC(=O)c2cc(OC)c(OC)c(OC)c2)n1	21.4	0.6	1	0.366	0.0373	-7.8	0.617	-1.0	1.0%
Cc1nc2cncc(Br)c2n1C	2.7	-5.0	1	0.172	-0.0627	-14.6	0.128	-0.6	5.0%
CN(C)[C@@H]1C(=O)C(C(N)=O)=C(O)[C@@]2(O)C(=O)C3=C(O)c4c(O)ccc(Cl)c4[C@@H](O)[C@H]3C[C@@H]12	·	·	0.9	-15.3*	1.26	-3.2	-0.122	100.0*	4.0%
Cc1cc(C)nc(SCC(=O)Nc2ccc(N3CCOCC3)c(Cl)c2)n1	16.7	58.1*	0.9	-0.838	-0.224	-14.7	1.47	45.8	3.0%

Part of the list above in order of molecular weight, high to low.
SMILES	HEK293 NFkB inh	Jurkat viability	TNAP act DEA	M1 antagonist	D1 allo mod	SF-1 act	M1 ag	tolC growth inh	NADH coupling
COc1ccc(-c2nc(CS(=O)CC(=O)NCc3ccc(Cl)cc3)c(C)o2)cc1 (configuration not stated)	15.6	-1.3	0.9	-0.322	-0.236	-19.3	1.02	4.7	2.0%
Cc1cc(C)nc(SCC(=O)Nc2ccc(N3CCOCC3)c(Cl)c2)n1	16.7	58.1*	0.9	-0.838	-0.224	-14.7	1.47	45.8	3.0%
O=C(NCc1ccc(F)cc1)c1cc2n(n1)C(C(F)(F)F)CC(C1CC1)N2 (configuration not stated)	-0.5	2.3	1	-0.73	1.24	47.8	-1.2	-2.6	6.0%
O=S(=O)(Nc1ccc2c(c1)nc1n2CCOC1)c1ccc(Cl)cc1	9.3	8.3	0.9	0.191	-0.416	-4.5	-0.114	12.5	0.0%
O=C(CCn1c(=O)[nH]c2ccsc2c1=O)N1CCc2ccccc2C1	13.4	·	1	0.758	0.989	1.3	-0.918	14.1	3.0%
O=S1(=O)CCN2C(=N1)SC1=C2CCN(Cc2ccccc2)C1	26.3	-2.7	0.8	-0.0189	·	0.8	-0.647	-12.3	2.0%
O=C(CCNS(=O)(=O)c1cccs1)N1CCCCCC1	1.2	5.1	0.9	0.908	0.521	59.9*	-0.442	-12.3	6.0%
COc1cccc(NC(=O)CSCc2n[nH]c(=O)[nH]2)c1	1.1	5.5	0.8	-0.336	0.926	5.8	0.656	-9.9	8.0%
CCCCC(=O)Nc1ccccc1C#N	0.3	0.8	1	-0.921	-0.686	-5.9	1.11	-9.0	9.0%
